# CHRM1 antagonist: blocks human M1 muscarinic receptor; CHO-K1 hM1, Fluo-8 calcium fluorescence, ACh EC80 antagonist; P11229; inhibition, % at 3 µM; AID 588852; actives 1.3% (n = 360,000);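 active = percent inhibition above its own plate's cutoff, namely the mean of that plate's compound wells plus 3 SD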;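 note: peak over basal fluorescence ratio during 140 s after agonist addition; 0% = ACh EC80 plus DMSO and 100% = DMSO alone without agonist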
# CHO parental Ca: signal in parental CHO cells, OX1R antagonist counter-screen. parental CHO-K1, ATP-induced calcium, Fluo-8 fluorescence. inhibition, % at 5.6 µM. actives 0.63% (n = 330,000);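 active = inhibition above that plate's mean sample inhibition plus 3 SD, cut at about 26% in these data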;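 note: 0% = ATP-challenged DMSO wells and 100% = DMSO wells without ATP; some compounds past the cut are filed as inactive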
#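 Test system: untransfected parental CHO cell line. Compound: one dose, 5.6 µM nominal. Detection: intracellular calcium via Fluo-8 no-wash fluorescent dye. Measure: % inhibition. Benchmarks: ATP-challenged DMSO wells low, unchallenged DMSO wells high.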
# CHRM1 PAM: human CHRM1 positive allosteric modulation; P11229; CHO-K1 hM1, Fluo-8 calcium fluorescence, ACh EC20; 0% = ACh EC20, 100% = maximal ACh; activation, % at 3 µM; actives 0.088% (n = 360,000); AID 588819; in the data active = activation above about 19%, passing the limit was not always enough
# CHO-K1 Ca ag: counter-screen for M1 agonists: effect in parental CHO-K1 cells; AID 602248; Fluo-8 calcium fluorescence; scaled to maximal ATP response, vehicle zero; activation, % at 3 µM; actives 0.48% (n = 360,000); in the data active = activation above about 15%;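 note: untransfected CHO-K1 host cells lacking M1 receptor as counterscreen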
# OXTR potentiate: human OXTR potentiation. P30559. actives 0.061% (n = 320,000). activation, % at 3 µM. CHO-OTR cells, Fluo-8 calcium fluorescence, potentiator mode; 0% = oxytocin EC15, 100% = EC100;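 active = activation above that plate's cutoff, the mean activation of tested compounds plus 3 SD, cut at about 6.6% in these data, passing the limit was not always enough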;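 note: 100% uses oxytocin at 75 nM as the full agonist control; some results filed as inactive read as strong as hits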
# Target sequence (P30559 whole entry, looked up): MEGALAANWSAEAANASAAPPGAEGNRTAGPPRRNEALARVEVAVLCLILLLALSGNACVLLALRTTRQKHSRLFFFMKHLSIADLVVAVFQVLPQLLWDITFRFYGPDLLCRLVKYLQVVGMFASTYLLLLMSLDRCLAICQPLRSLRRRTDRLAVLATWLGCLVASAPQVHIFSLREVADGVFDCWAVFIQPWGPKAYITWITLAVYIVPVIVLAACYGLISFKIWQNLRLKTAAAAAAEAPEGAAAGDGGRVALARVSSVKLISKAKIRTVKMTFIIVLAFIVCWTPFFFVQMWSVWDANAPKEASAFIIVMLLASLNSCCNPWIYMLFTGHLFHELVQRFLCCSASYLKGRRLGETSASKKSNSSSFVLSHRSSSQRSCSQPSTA
#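 Assay system: CHO-OTR cells, human receptor / Also added: oxytocin at about EC15, sub-maximal agonist stimulus / Dosing: single dose, 3.0 µM nominal final compound concentration / Incubation: 6 min pre-incubation, 100 s read / Technique: Fluo-8 calcium dye fluorescence / Read-out: % activation vs EC15 and EC100 oxytocin / Benchmarks: EC15 oxytocin low, 75 nM oxytocin high / Replicates: singlicate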
# M4 antag: CHRM4 antagonism in calcium assay. actives 0.73% (n = 360,000). AID 624125. inhibition, % at 3 µM. CHO-hM4 cells, ACh EC80, Fluo-8 calcium fluorescence. P08173;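 active = inhibition above its plate's cutoff, the mean inhibition of sample wells plus 3 SD, cut at about 27% in these data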;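 note: 0% = acetylcholine EC80 with DMSO and 100% = DMSO without agonist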
# Target sequence (P08173 whole entry, looked up): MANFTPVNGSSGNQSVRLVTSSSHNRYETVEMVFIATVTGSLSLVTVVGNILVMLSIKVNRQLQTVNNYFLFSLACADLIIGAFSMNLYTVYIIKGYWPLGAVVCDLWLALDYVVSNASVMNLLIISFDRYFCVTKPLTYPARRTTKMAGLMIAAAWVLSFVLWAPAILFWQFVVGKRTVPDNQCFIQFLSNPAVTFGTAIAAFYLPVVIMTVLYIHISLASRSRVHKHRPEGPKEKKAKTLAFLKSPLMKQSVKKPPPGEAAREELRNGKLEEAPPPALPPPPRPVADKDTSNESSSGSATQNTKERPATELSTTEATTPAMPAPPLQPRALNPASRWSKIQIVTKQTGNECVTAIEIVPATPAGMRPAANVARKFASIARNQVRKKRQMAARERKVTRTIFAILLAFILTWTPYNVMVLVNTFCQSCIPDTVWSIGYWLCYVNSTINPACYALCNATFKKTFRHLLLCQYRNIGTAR
# CHRM1 agonist: human M1 muscarinic receptor agonism; P11229; CHO-K1 hM1, Fluo-8 calcium fluorescence, agonist mode; 0% DMSO, 100% acetylcholine EC100; activation, % at 3 µM; actives 0.33% (n = 360,000);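 active = activation above the run's mean compound activation plus 3 SD, cut at about 16% in these data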;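 note: peak over basal fluorescence ratio within a 140 s kinetic read after compound addition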
# CHRM4 agonist: agonists of human muscarinic M4 receptor (CHRM4) | actives 0.14% (n = 360,000) | activation, % at 3 µM | AID 624127 | CHO-K1 hM4/Gqi5, Fluo-8 calcium fluorescence; vehicle 0%, full acetylcholine response 100% | P08173;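 active = activation above the run mean over all test wells plus 3 SD, cut at about 32% in these data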;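 note: peak over basal fluorescence ratio per well then scaled between controls; 0% = DMSO wells and 100% = acetylcholine at EC100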
# CHO-K1 Ca antag: nonselective inhibitor or artifact in parental CHO-K1 cells | ATP-induced calcium, Fluo-8 fluorescence | inhibition, % at 3 µM | actives 0.6% (n = 360,000);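 active = inhibition above a per-plate cutoff, the plate's mean sample inhibition plus 3 SD, cut at about 24% in these data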;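 note: 0% = DMSO plus EC80 ATP and 100% = DMSO alone without ATP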
# Numbers without * were called inactive; . = no result given. An excerpt. The share of hits here may be higher or lower than overall.
SMILES,CHRM1 antagonist,CHO parental Ca,CHRM1 PAM,CHO-K1 Ca ag,OXTR potentiate,M4 antag,CHRM1 agonist,CHRM4 agonist,CHO-K1 Ca antag
CC1=NN(c2ccccc2)C(=O)/C1=C/c1c(O)[nH]c(=O)[nH]c1=O,-6,11,4,1.2,-7,6,-7,2,-3
O=P(Nc1cccc(Cl)c1)(Oc1ccccc1)Oc1ccccc1,24,-14,-8,9.1,-18,13,-5,9,-13
O=C(Cc1c[nH]c2ccccc12)NNCc1ccc(N(CCCl)CCCl)cc1,-13,.,5,-0.1,.,-6,3,0,-9
CN(C(=O)Cc1ccc(Cl)c(Cl)c1)C(CN1CCCC1)c1cccc(OCC(=O)O)c1 (configuration not stated),-23,-10,4,0.1,-2,1,-2,0,3
N#Cc1ccc(NC(=O)CN2CCN(C(=O)c3cccs3)CC2)cc1Cl,18,.,-13,8.9,.,-13,-3,24,-8
Cc1ccc(-c2ccc(=O)n(CC(=O)N3CCC4(CC3)OCCO4)n2)cc1,0,-16,3,2.6,-10,9,-2,1,-19
CCOC(=O)CC1=C(C(=O)OCC)C2(C(=O)N1CC(=O)OC)C(C#N)=C(N)Oc1ccccc12 (configuration not stated),6,-3,-2,-0.2,-7,-3,-3,2,8
Cc1ccc(S(=O)(=O)N2Cc3cc(-c4ccccc4)ccc3-n3nncc3C2)cc1,7,.,2,0.2,.,-7,-2,1,3
CCOC(=O)C1(CCc2ccccc2)CCN(Cc2ccc3c(c2)OCCO3)CC1,9,-9,-23,4.3,-14,10,-13,5,5
O=c1c2ccccc2nc(-c2ccco2)n1-c1ccccn1,5,-16,-2,0.4,-7,-3,-3,-2,-5
C[C@@H]1CN([C@@H](C)CO)C(=O)CCCn2cc(nn2)CO[C@H]1CN(C)C(=O)Oc1ccc2ccccc2c1,-22,.,9,0.5,.,-9,-6,1,-7
CCCCOC(=O)c1ccc(NC(=O)c2c(O)[nH]c(=O)[nH]c2=O)cc1,8,-3,0,-0.1,6,1,-4,-1,14
COc1ccc(CNCCc2c[nH]c3ccccc23)cc1OC,-2,-11,5,6.3,-10,-9,-5,12,-6
CCOC(=O)c1c(C)n(Cc2ccc(F)cc2)c2ccc(O)cc12,-12,-11,8,2.2,-5,5,-2,3,-5
Cc1nc2c(-c3ccc(F)cc3)c(C)nn2c(C)c1CCC(=O)N1CCC2(CC1)OCCO2,2,-10,5,0.3,2,-6,-1,1,9
Nc1nonc1OCCCCOc1nonc1N,-8,-3,9,1.1,-11,-1,-5,0,-11
CCN(CC)S(=O)(=O)c1cccc(N=Nc2c(O)n(CC)c(=S)n(CC)c2=O)c1,-8,-14,6,0.3,-2,-8,-2,1,-13
COc1ccc(C2=CC(c3ccc4c(c3)OCO4)c3c(c4ccccc4oc3=O)O2)cc1OC (configuration not stated),5,.,-7,0.1,.,-6,-3,0,-6
O=C(c1cc(S(=O)(=O)N2CCCCC2)ccc1F)N1CCC2(CC1)OCCO2,-15,-4,11,0.8,-2,0,0,2,-17
C=Cn1ccnc1P(=S)(c1cc(N(CC)CC)ns1)c1nccn1C=C,-2,-20,6,0.7,-6,0,-4,1,-4
COc1ccc(Cl)cc1C(=O)C1CCCN(Cc2cnc(C)s2)C1 (configuration not stated),7,-22,4,0.1,-12,-4,-14,2,4
N=C1c2ccccc2CN1NC(=O)c1ccc(Cl)cc1,14,-5,-3,-0.2,-2,14,-5,0,8
Cc1cc(N2C(=O)C3CCCN3C2c2ccccc2)no1 (configuration not stated),1,-1,4,0.1,-13,1,-6,0,-2
NC(=O)CSc1nnc([C@@H](N)Cc2c[nH]c3ccccc23)o1,-7,0,6,0.1,1,-2,-3,1,-5
Cc1ccccc1-c1ccc2n1Cc1cnnn1-c1ccccc1-2,0,.,0,0.3,.,-13,-2,2,-6
COc1cc2c(cc1C=O)OCO2,-16,-10,17,-0.2,-8,-2,3,1,-12
COC(=O)C1=C(c2ccc(-c3ccccc3)c(F)c2)C[C@@H]2CC[C@H]1N2C(=O)NCCO,3,-14,1,1.3,-9,-6,-6,10,-12
CCN1C[C@]2(CO)CC[C@H](OC)[C@@]34C2[C@H](OC)[C@@](O)(C13)[C@@]1(O)C[C@H](OC)[C@H]2C[C@@H]4[C@@H]1[C@H]2OC,-9,0,3,0.8,-13,1,0,2,-10
CN(C)Cc1c[nH]c2ccc([N+](=O)[O-])cc12,-4,.,6,2.4,.,0,-4,1,-18
COc1ccc(CNC(=O)C(NC(C)=O)C(C)C)cc1OC (configuration not stated),1,-9,3,0.8,-4,2,-3,2,-22
CCOC(=O)[C@]12Cc3ccc(C)cc3[C@H]1N(C1CCCCC1)C(=O)c1cc(OC)ccc12,.,.,.,2.1,.,21,.,-2,1
CC1(C(=O)O)CCCC2(C)c3cc(O)ccc3CCC12 (configuration not stated),0,-7,-1,0.4,4,0,-1,2,-10
Cc1ccc(C)c(NC(=O)CSc2nnc([C@@H](N)Cc3c[nH]c4ccccc34)o2)c1,0,5,-5,0.5,-1,9,-3,4,-1
CCCC[N+]12C3C[C@H](C4[C@H](O)[C@]5(C[C@@H]41)c1ccccc1N(C)[C@@H]35)[C@H](CC)[C@H]2O (some centres not stated),-5,-17,5,0.9,6,-4,-8,0,-8
CCOP(=O)(OCC)C1(C(=O)O)CCCC1,17,-4,0,4.9,-7,15,-2,20,-7
CC(C)Oc1cccnc1N(C)C1CCN(Cc2ccccc2)CC1,-21,.,0,-0.3,.,20,-8,3,11
O=C1C2CCCN2C(c2cccnc2)N1c1ccc(Cl)cc1 (configuration not stated),0,-26,8,0.1,-9,1,-5,1,-11
Cc1noc(C)c1C(=O)N1CCC2(CC1)OCCO2,-6,-4,1,0.5,-5,-8,-5,0,-6
CN(C)P(=O)(CCl)Nc1ccccc1 (configuration not stated),-7,-5,5,0.0,-7,-7,-5,0,-15
COCCNC(=O)c1ccc(N2CC3CC(C2)c2cccc(=O)n2C3)c([N+](=O)[O-])c1 (configuration not stated),-2,6,1,0.9,-7,6,-5,4,-12
COc1ccccc1NC(=O)c1cn(CCC#N)nc1-c1ccc(F)cc1,-3,.,5,0.1,.,-2,-1,-1,-5
O=C(Oc1c(Cl)cc(Cl)c2ccccc12)N1CCCCC1,-13,-9,12,0.7,-17,-7,-4,-3,-6
Cc1cc(OC(C)C(=O)NCC(O)c2ccccc2)c2c3c(c(=O)oc2c1)CCC3 (configuration not stated),-6,-18,10,0.3,-9,13,-1,2,-6
O=c1[nH]c2ccccc2n1C1CCN(C(c2cc3ccccc3o2)c2nnnn2-c2ccc3c(c2)OCCO3)CC1 (configuration not stated),-2,.,-5,6.0,.,10,4,17,19
O=C(Cc1ccccc1)N1CCN(CCCc2ccccc2)CC1,21,.,-13,0.1,.,7,-6,1,4
C(CCc1nn[nH]n1)CCc1nn[nH]n1,1,0,1,-0.4,-6,0,-4,0,-2
COc1ccc(NC(=S)NC(NC(=O)CF)C(Cl)(Cl)Cl)cc1[N+](=O)[O-] (configuration not stated),-2,-3,6,1.0,-14,-10,-2,2,1
Cc1nc2c(-c3ccccc3)c(C)nn2c(C)c1CCC(=O)N1CCC2(CC1)OCCO2,-10,-23,13,-0.2,-5,14,-2,0,4
COc1ccc2[nH]c3c(c2c1)CCNC3,-1,-11,-2,0.2,-5,0,-6,1,2
CC1c2ccccc2-n2nncc2CN1C (configuration not stated),-3,.,2,3.0,.,-9,-3,1,8
Clc1ccccc1CN1CCN(c2cccc3[nH]ccc23)CC1,-12,-24,7,0.8,-6,5,-2,1,-9
CCCCn1c(N)c(C(=O)NCCN2CCOCC2)c2nc3ccccc3nc21,3,-19,-8,0.7,-12,9,-8,4,14
Cc1ccc(-n2c(=S)[nH]c3ccccc3c2=O)cc1C,-6,.,1,0.3,.,-14,-3,2,-2
C[C@@H]1COc2cc(N3CCN(C)CC3)ccc2S(=O)(=O)N1,.,.,.,0.8,.,-7,.,1,-14
N#Cc1c(Br)n(C2OC(CO)C(O)C2O)c2ncnc(N)c12 (configuration not stated),-9,.,5,1.6,.,-6,-4,0,-12
COc1ccc(N=Nc2c(O)[nH]c(=S)[nH]c2=O)cc1,-9,-8,9,0.5,-13,-1,-2,1,-5
COc1cccc(-n2c(O)c(C=NCc3ccc4c(c3)OCO4)c(=O)[nH]c2=O)c1,-18,-11,15,0.1,-1,-7,-2,1,-26
O=C(COc1ccc(Br)cc1)N1CCN(Cc2ccc3c(c2)OCO3)CC1,-3,3,3,4.3,-12,-2,-2,6,-2
O=c1[nH]c(=S)n(CCC2=CCCCC2)c(O)c1C=NC1CCN(Cc2ccccc2)CC1,-6,-7,10,-0.3,-7,4,-4,0,-4
COc1ccc(-n2c(CN3CCOCC3)nc3ccccc3c2=O)c(OC)c1,-1,-2,1,0.9,0,1,-2,2,4

# Three of these compounds, set out differently:
# Order of results: CHRM1 antagonist | CHO parental Ca | CHRM1 PAM | CHO-K1 Ca ag | OXTR potentiate | M4 antag | CHRM1 agonist | CHRM4 agonist | CHO-K1 Ca antag
O=c1[nH]c2ccccc2n1C1CCN(C(c2cc3ccccc3o2)c2nnnn2-c2ccc3c(c2)OCCO3)CC1 (configuration not stated)
→ -2 | . | -5 | 6.0 | . | 10 | 4 | 17 | 19
O=C(Cc1ccccc1)N1CCN(CCCc2ccccc2)CC1
→ 21 | . | -13 | 0.1 | . | 7 | -6 | 1 | 4
C(CCc1nn[nH]n1)CCc1nn[nH]n1
→ 1 | 0 | 1 | -0.4 | -6 | 0 | -4 | 0 | -2

# New compounds follow.
SMILES,CHRM1 antagonist,CHO parental Ca,CHRM1 PAM,CHO-K1 Ca ag,OXTR potentiate,M4 antag,CHRM1 agonist,CHRM4 agonist,CHO-K1 Ca antag
CN(C)c1ccc(NC(=O)CN2C(=O)CN=C(c3ccccc3)c3cc(Cl)ccc32)cc1,-11,-13,7,0.0,-6,-11,-2,2,-6
OCC(Br)CBr (configuration not stated),-17,-1,8,0.2,-1,-8,0,1,-2
COC(=O)C1=C(N)Oc2cc(C)oc(=O)c2C12C(=O)Nc1ccccc12 (configuration not stated),-7,0,6,1.0,-11,-1,-4,1,-20
CCN(CC)CCN=Cc1c(O)n(C2CCCCCC2)c(=O)[nH]c1=O,-7,-4,6,0.5,-6,-11,-5,1,-22
CN(C)S(=O)(=O)c1cc(NC(=O)COC(=O)Cc2ccccc2)ccc1Cl,-11,-13,10,2.6,-9,-10,0,9,3
FC(F)(F)c1ccc(CNCCc2c[nH]c3ccccc23)cc1,-12,-7,13,3.3,-2,0,-1,3,-2
Cc1ccc2cc3cc(C(=O)N4CCC5(CC4)OCCO5)oc3nc2c1,-1,-5,5,-0.2,-10,5,-6,1,10
CN1c2ccccc2Oc2ccccc21,2,-6,-6,-0.2,-4,0,-5,-1,-11
COC(=O)[C@@H]1C[C@]2(C(=O)O)c3ccccc3N(OOSc3ccccc3)[C@@H]2N1C(=O)OC,1,-4,3,0.7,3,7,-5,1,-12
CCC(C)c1cnc(CC(C)C)c(=O)n1O (configuration not stated),-2,.,1,0.3,.,-13,-4,0,11
COc1cc(O)c2c(c1)/C=C/C[C@H](O)[C@H](O)C(=O)CCC[C@H](C)OC2=O,-19,.,0,0.4,.,-11,-3,3,-6

# Screens from PubChem BioAssay.
